Screening data as filed in PubChem.
STAT3 act = IL-6 driven STAT3 reporter potentiators, primary screen, U3A cells, luciferase, luminescence, MLSCN library; IL-6 STAT3-luciferase reporter; 100% = signal with IL-6 EC80 alone; activation (% of control), % at 5.6 µM; hit rate 0.91% among 190,000; AID 871, 2007;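 active = activation above the screen-wide mean of compound activation plus 3 SD, cut at about 130% in these data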;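 also: 0% = background luminescence of wells with medium and substrate only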
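Test system: Human STAT1-deficient U3A cells with stable STAT3-luciferase reporter | Also added: Interleukin-6, 33 ng/mL | Timing: Compound pre-incubation 1 h before IL-6, then 6 h stimulation at 37 °C | Technique: Luciferase reporter luminescence | Read-out: Percent of IL-6-only median luminescence | Benchmarks: IL-6-only wells as 100% reference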
STAT1 inh = STAT1 signaling inhibitors, primary screen, cell-based, HTS, luciferase reporter; hit rate 0.35% among 200,000; inhibition, % at 5.5 µM; AID 920, 2007; NIH 3T3 STAT1-luciferase reporter, IFN-gamma, luminescence;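 active = inhibition above a set limit, the mean inhibition across all tested compounds plus 3 SD, cut at about 34% in these data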;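 also: 0% = IFN-gamma with DMSO and 100% = IFN-gamma with 300 µM nifuroxazide; values of inactives mirror those of a sister screen read the other way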
Hsp70 activator = Hsp70 transcriptional activators, primary screen, cell-based, HeLa, Hsp70 promoter luciferase, luminescence, 10 µM | HeLa Hsp70 promoter luciferase reporter; scaled: vehicle 0, proteasome-inhibitor control 100% | activation, % at 10 µM | hit rate 0.04% among 200,000;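 active = activation above the mean across all tested compounds plus 3 SD, cutoff set per campaign, cut at about 5.5% in these data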;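 also: 100% = MG132 at 30 µM as the positive control and 0% = DMSO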
STAT3 inh = IL-6 driven STAT3 reporter inhibitors, primary screen, U3A cells, luciferase, luminescence, MLSCN library; hit rate 0.89% among 190,000; AID 862, 2007; IL-6 STAT3-luciferase reporter; host cell line lacks STAT1; inhibition, % at 5.5 µM;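 active = inhibition above the mean inhibition across all screened compounds plus 3 SD, cut at about 44% in these data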;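 also: 0% = DMSO only wells and 100% = 100 µM nifuroxazide control wells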
G6PDH counter = L. mesenteroides G6PDH inhibitors, counter-screen for G6PDH-coupled screening assays, biochemical, Leuconostoc mesenteroides enzyme; inhibition, % at 5 µM; glucose-6-phosphate dehydrogenase [Leuconostoc mesenteroides]; hit rate 0.12% among 200,000; Purified L. mesenteroides G6PDH, diaphorase/resazurin coupled fluorescence, 45 min; AID 1020, 2008; in the data active = inhibition above about 50%
TLR4-MyD88 BLA = inhibitors of TLR4-MyD88 association in cells, primary screen, cell-based, HeLa CL3-4, BLA complementation, FRET ratio; Toll-like receptor 4 (Homo sapiens) + Myeloid differentiation primary response protein …; HeLa CL3-4 TLR4/MyD88 BLA complementation; inhibition, % at 8.4 µM; hit rate 0.18% among 200,000; in the data active = inhibition above about 25%;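 also: 0% = vehicle and 100% = reference inhibitor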
Target sequence (O00206 whole entry, looked up): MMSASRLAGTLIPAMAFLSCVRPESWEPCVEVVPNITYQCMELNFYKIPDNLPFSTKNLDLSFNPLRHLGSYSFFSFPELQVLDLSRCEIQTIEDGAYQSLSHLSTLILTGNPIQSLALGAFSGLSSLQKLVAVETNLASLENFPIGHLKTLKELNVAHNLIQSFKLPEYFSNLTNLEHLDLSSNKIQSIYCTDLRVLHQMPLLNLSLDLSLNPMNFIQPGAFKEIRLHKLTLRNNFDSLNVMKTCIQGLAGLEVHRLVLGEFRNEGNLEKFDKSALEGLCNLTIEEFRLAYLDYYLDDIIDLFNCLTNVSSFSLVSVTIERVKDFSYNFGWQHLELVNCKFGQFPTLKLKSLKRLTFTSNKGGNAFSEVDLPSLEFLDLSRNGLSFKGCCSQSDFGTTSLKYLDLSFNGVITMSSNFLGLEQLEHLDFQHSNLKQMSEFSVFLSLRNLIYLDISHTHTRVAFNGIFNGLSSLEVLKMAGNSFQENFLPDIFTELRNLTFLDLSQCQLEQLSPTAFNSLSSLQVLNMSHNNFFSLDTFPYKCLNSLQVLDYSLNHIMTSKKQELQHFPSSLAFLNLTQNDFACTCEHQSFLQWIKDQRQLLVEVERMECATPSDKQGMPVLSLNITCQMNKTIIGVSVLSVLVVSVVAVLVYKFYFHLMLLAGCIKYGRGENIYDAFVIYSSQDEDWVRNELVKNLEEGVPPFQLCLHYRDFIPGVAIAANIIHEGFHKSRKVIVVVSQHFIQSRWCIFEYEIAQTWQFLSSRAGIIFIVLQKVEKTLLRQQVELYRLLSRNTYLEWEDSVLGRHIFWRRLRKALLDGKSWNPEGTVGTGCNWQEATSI
Target sequence (Q99836 whole entry, looked up): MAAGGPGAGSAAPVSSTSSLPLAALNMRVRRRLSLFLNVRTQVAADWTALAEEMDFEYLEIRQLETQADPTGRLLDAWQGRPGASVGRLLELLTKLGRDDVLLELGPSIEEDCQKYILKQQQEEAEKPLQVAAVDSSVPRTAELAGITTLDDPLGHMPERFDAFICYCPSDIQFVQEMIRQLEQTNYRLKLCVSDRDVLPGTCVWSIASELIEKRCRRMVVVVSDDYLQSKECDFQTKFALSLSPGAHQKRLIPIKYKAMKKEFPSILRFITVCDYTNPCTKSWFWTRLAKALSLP
Diaph inh CS = diaphorase inhibitors and chemical oxidizers, primary screen, counter-screen for diaphorase-coupled primary assays, biochemical, uHTS, resorufin fluorescence. diaphorase resazurin-to-resorufin fluorescence, NADH, 16 min; bacterial (C. kluyveri) enzyme, not human. inhibition, % at 20 µM. hit rate 0.69% among 190,000. AID 1217, 2008;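 active = primary screen inhibition at 20 µM above a set limit, cut at about 50% in these data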;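 also: plate controls were DMSO with full reaction for no effect and wells lacking NADH for full effect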
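Test system: diaphorase enzyme from Clostridium kluyveri; amount: diaphorase at 0.14 U/mL in enzyme working solution; detection: fluorescence of resorufin formed from resazurin, Ex 544/Em 590 nm; times: reaction incubation of 16 min at room temperature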
Diaph act CS = compounds boosting diaphorase resazurin reduction – biochemical, uHTS, resorufin fluorescence, counter-screen for diaphorase-coupled primary assays, primary screen | AID 1229, 2008 | Diaphorase/resazurin coupled assay, 16 min; active compounds read high; 1 = vehicle wells, 0 = NADH-free wells | activation factor at 20 µM | hit rate 0.005% among 190,000;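 active = diaphorase activity raised at least twofold by the compound at 20 µM; inactive = activation factor below 2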
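Material: purified diaphorase enzyme from Clostridium kluyveri / Medium: HEPES pH 7.4 buffer with MgCl2 and Tween 20 / Schedule: enzyme reaction of 16 min at room temperature / Measured by: resorufin fluorescence, excitation 544 nm, emission 590 nm / Evaluation: rise in resorufin formation, marking diaphorase activation or chemical reduction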
STAT1 activator = STAT1 signaling activators, primary screen, cell-based, HTS, luciferase reporter; NIH 3T3 STAT1-luciferase reporter, IFN-gamma, luminescence; 100% = IFN-gamma alone, no compound; activation (% of control), % at 5.5 µM; hit rate 2.6% among 200,000; AID 932, 2007;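 active = activation above the screen-wide mean activation plus 3 SD, cut at about 130% in these data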;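 also: raw ratio to IFN-gamma control signal so 100% means no change and 0% no light; values of inactives mirror those of a sister screen read the other way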
APP transl inh = inhibitors of APP translation via 5'UTR reporter, primary screen, APP 5'UTR luciferase, SH-SY5Y cells. inhibition, % at 2 µM. SH-SY5Y APP 5'UTR-luciferase reporter, luminescence. hit rate 0.82% among 190,000;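 active = inhibition above a set limit, derived from the sample mean plus 3 SD, cut at about 45% in these data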; also: values of inactives mirror those of a sister screen read the other way
An asterisk follows results filed as active. Not a hit list; overall some 6.1% were active at least once.

`COc1ccc(-n2c(SCC#N)nc3ccccc3c2=O)cc1` gave STAT3 act 103, STAT1 inh 5, Hsp70 activator -0.1, STAT3 inh 0, G6PDH counter 6, TLR4-MyD88 BLA -7, Diaph inh CS 12, Diaph act CS 0.9, STAT1 activator 95 and APP transl inh 6.
For O=C1c2ccccc2C(O)N1c1ccc(Cl)cc1 (centres undefined) the results were STAT3 act 89, STAT1 inh -3, Hsp70 activator -0.1, STAT3 inh 22, G6PDH counter -4, TLR4-MyD88 BLA -5, Diaph inh CS 7, Diaph act CS 0.9, STAT1 activator 103 and APP transl inh -23.
For CCCCC(=O)/C=C/n1c(=S)oc2ccccc21 the results were STAT3 act 108, STAT1 inh -8, Hsp70 activator -0.2, STAT3 inh -10, G6PDH counter -14, TLR4-MyD88 BLA -3, Diaph inh CS 0, Diaph act CS 1, STAT1 activator 107 and APP transl inh 2.
`COc1cccc(-n2c(C)c3c(OC)cccc(=O)c3c2C)c1` gave STAT3 act 104, STAT1 inh -8, Hsp70 activator -0.1, STAT3 inh 3, G6PDH counter 19, TLR4-MyD88 BLA 5, Diaph inh CS 34, Diaph act CS 0.7, STAT1 activator 106 and APP transl inh -2.
`Cc1ccc(S(=O)(=O)N(CCCO)Cc2cc3c(C)ccc(C)c3[nH]c2=O)cc1` gave STAT3 act 90, STAT1 inh 4, Hsp70 activator -0.1, STAT3 inh 16, G6PDH counter 0, TLR4-MyD88 BLA -3, Diaph inh CS 8, Diaph act CS 0.9, STAT1 activator 96 and APP transl inh 10.
Screening O=C(CCn1nnc2ccccc2c1=O)NCC1CCC(C(=O)O)CC1 (centres undefined) returned STAT3 act 107, STAT1 inh 0, Hsp70 activator 0.0, STAT3 inh -4, G6PDH counter 7, TLR4-MyD88 BLA 6, Diaph inh CS 24, Diaph act CS 0.8, STAT1 activator 100 and APP transl inh 4.
For Cc1ccc(-n2nnnc2SCC(=O)c2cc(C)n(-c3cc(C)on3)c2C)c(C)c1 the results were STAT3 act 101, STAT1 inh 4, Hsp70 activator -0.3, STAT3 inh 5, G6PDH counter 8, TLR4-MyD88 BLA -11, Diaph inh CS 21, Diaph act CS 0.8, STAT1 activator 96 and APP transl inh 0.
`Cn1c(C(=O)Nc2ccc3c(c2)OCCO3)cc2sccc21` gave STAT3 act 77, STAT1 inh -94, Hsp70 activator 0.1, STAT3 inh 31, G6PDH counter -5, TLR4-MyD88 BLA 10, Diaph inh CS 13, Diaph act CS 0.9, STAT1 activator 186* and APP transl inh -152.
For CC1=C(C(=O)OC(C)C)C(c2ccco2)NC(=O)N1 (centres undefined) the results were STAT3 act 95, STAT1 inh 3, Hsp70 activator -0.3, STAT3 inh 10, G6PDH counter -2, TLR4-MyD88 BLA -12, Diaph inh CS -10, Diaph act CS 1.1, STAT1 activator 97 and APP transl inh 7.
CCOc1ccc(Nc2nc(Cc3nnc(SCC(=O)N(CC)CC)n3C)cs2)cc1 was read as STAT3 act 102, STAT1 inh -1, Hsp70 activator -0.1, STAT3 inh 0, G6PDH counter -5, TLR4-MyD88 BLA 0, Diaph inh CS -12, Diaph act CS 1.1, STAT1 activator 101 and APP transl inh 4.
`CCOc1c(C#N)c(C#N)c2nc(C)cc(C)n12` gave STAT3 act 93, STAT1 inh -1, Hsp70 activator -0.3, STAT3 inh 15, G6PDH counter 5, TLR4-MyD88 BLA -10, Diaph inh CS 10, Diaph act CS 0.9 and STAT1 activator 101.
CC(=O)Oc1c(C(=O)c2nnc(C)o2)c(=O)n(C)c2ccccc12 was read as STAT3 act 107, STAT1 inh 4, Hsp70 activator -0.2, STAT3 inh -4, G6PDH counter 1, TLR4-MyD88 BLA -15, Diaph inh CS 29, Diaph act CS 0.7, STAT1 activator 97 and APP transl inh 2.
O=C(OCC(=O)N1CCN(C(=O)c2ccco2)CC1)c1sc2cc(F)ccc2c1Cl was read as STAT3 act 104, STAT1 inh 1, Hsp70 activator -0.3, STAT3 inh -1, G6PDH counter 6, TLR4-MyD88 BLA -3, Diaph inh CS -3, Diaph act CS 1, STAT1 activator 99 and APP transl inh -6.
`Cc1cc(C)nc(-n2ncc3c2CC(c2cccc(Cl)c2)CC3=O)n1` (centres undefined) gave STAT3 act 84, STAT1 inh -3, Hsp70 activator -0.3, STAT3 inh 23, G6PDH counter 0, TLR4-MyD88 BLA -3, Diaph inh CS 3, Diaph act CS 1, STAT1 activator 104 and APP transl inh 2.
`COc1ccc(NC(=O)CCCCCN2C(=O)CCC2=O)cc1Cl` gave STAT3 act 100, STAT1 inh -7, Hsp70 activator -0.2, STAT3 inh 0, G6PDH counter 12, TLR4-MyD88 BLA -2, Diaph inh CS 10, Diaph act CS 0.9, STAT1 activator 104 and APP transl inh -12.
COC(=O)c1ccc(-c2nc3cc(N)ccc3o2)cc1 was read as STAT3 act 52, STAT1 inh 3, Hsp70 activator -0.2, STAT3 inh 59*, G6PDH counter 8, TLR4-MyD88 BLA 7, Diaph inh CS 9, Diaph act CS 0.9, STAT1 activator 106 and APP transl inh 31.
Screening O=C(Nc1nccs1)C1CCN(S(=O)(=O)c2cccnc2)CC1 returned G6PDH counter -2, Diaph inh CS 0, Diaph act CS 1 and APP transl inh 9.
Screening O=C(CCc1ccccc1)N1CCN(CCO)CC1 returned STAT3 act 104, STAT1 inh -3, Hsp70 activator -0.1, STAT3 inh 4, G6PDH counter 0, TLR4-MyD88 BLA -3, Diaph inh CS 4, Diaph act CS 1 and STAT1 activator 103.
`COCCN1Cc2cccc(C(=O)Nc3c(C)cccc3C)c2C1=O` gave STAT3 act 101, STAT1 inh 6, Hsp70 activator -0.1, STAT3 inh 4, G6PDH counter 3, TLR4-MyD88 BLA -18, Diaph inh CS 15, Diaph act CS 0.8, STAT1 activator 95 and APP transl inh -8.
Clc1ccc2[nH]c3c(c2c1)CCc1cn[nH]c1-3 was read as STAT3 act 88, STAT1 inh -18, Hsp70 activator 0.2, STAT3 inh 15, G6PDH counter 3, TLR4-MyD88 BLA -1, Diaph inh CS 26, Diaph act CS 0.7, STAT1 activator 116 and APP transl inh 7.
`CC1(C)Cc2c(c(N3CCOCC3)nc3snc(Br)c23)CO1` gave STAT3 act 122, STAT1 inh -4, Hsp70 activator -0.3, STAT3 inh -24, G6PDH counter 13, TLR4-MyD88 BLA -6, Diaph inh CS 2, Diaph act CS 1, STAT1 activator 104 and APP transl inh -8.
`CC(NC(=O)c1ccc(Cl)cc1)C(=O)N1CCCCC1` (centres undefined) gave STAT3 act 102, STAT1 inh -7, Hsp70 activator -0.4, STAT3 inh 3, G6PDH counter 11, TLR4-MyD88 BLA 9, Diaph inh CS 11, Diaph act CS 0.9, STAT1 activator 106 and APP transl inh 8.
`CC(=O)c1ccc2noc(-c3ccc(Cl)cc3)c2c1` gave STAT3 act 79, STAT1 inh -2, Hsp70 activator 0.9, STAT3 inh 28, G6PDH counter -6, TLR4-MyD88 BLA 7, Diaph inh CS -2, Diaph act CS 1, STAT1 activator 101 and APP transl inh -16.
For CCOC(=O)C1=C(C)N(C)C(=O)NC1c1ccc(C)s1 (centres undefined) the results were STAT3 act 102, STAT1 inh 2, Hsp70 activator -0.4, STAT3 inh 0, G6PDH counter 2, TLR4-MyD88 BLA -1, Diaph inh CS 20, Diaph act CS 0.8, STAT1 activator 98 and APP transl inh -10.
`COc1ccc(-c2noc(CCC(=O)Nc3ccc(C)c(C)c3)n2)cc1` gave STAT3 act 96, STAT1 inh 3, Hsp70 activator -0.1, STAT3 inh 9, G6PDH counter -54, TLR4-MyD88 BLA 10, Diaph inh CS 18, Diaph act CS 0.8, STAT1 activator 98 and APP transl inh -4.
`Cc1noc(NS(=O)(=O)c2ccc(N/C=C\C(=O)c3ccncc3)cc2)c1C` gave STAT3 act 115, STAT1 inh -5, Hsp70 activator 0.0, STAT3 inh -10, G6PDH counter -6, TLR4-MyD88 BLA 0, Diaph inh CS 11, Diaph act CS 0.9, STAT1 activator 104 and APP transl inh 6.
COc1ccc(Cc2[nH]n3c(=O)c(Cl)c(C)nc3c2-c2ccccc2)cc1 was read as STAT3 act 103, STAT1 inh -1, Hsp70 activator -0.1, STAT3 inh 4, G6PDH counter 24, TLR4-MyD88 BLA 14, Diaph inh CS 1, Diaph act CS 1, STAT1 activator 100 and APP transl inh 10.
`Cc1cc([N+](=O)[O-])nn1CCCC(=O)Nc1cc(Oc2ccc(F)cc2)cc([N+](=O)[O-])c1` gave STAT3 act 97, STAT1 inh 0, Hsp70 activator -0.1, STAT3 inh 11, G6PDH counter -13, TLR4-MyD88 BLA 3, Diaph inh CS 11, Diaph act CS 0.9, STAT1 activator 100 and APP transl inh 14.

Quoted at random: three records from the list
`COCCN1Cc2cccc(C(=O)Nc3c(C)cccc3C)c2C1=O` gave STAT3 act 101, STAT1 inh 6, Hsp70 activator -0.1, STAT3 inh 4, G6PDH counter 3, TLR4-MyD88 BLA -18, Diaph inh CS 15, Diaph act CS 0.8, STAT1 activator 95 and APP transl inh -8.
For CCOC(=O)C1=C(C)N(C)C(=O)NC1c1ccc(C)s1 (centres undefined) the results were STAT3 act 102, STAT1 inh 2, Hsp70 activator -0.4, STAT3 inh 0, G6PDH counter 2, TLR4-MyD88 BLA -1, Diaph inh CS 20, Diaph act CS 0.8, STAT1 activator 98 and APP transl inh -10.
Screening O=C(CCc1ccccc1)N1CCN(CCO)CC1 returned STAT3 act 104, STAT1 inh -3, Hsp70 activator -0.1, STAT3 inh 4, G6PDH counter 0, TLR4-MyD88 BLA -3, Diaph inh CS 4, Diaph act CS 1 and STAT1 activator 103.
